Assay outcomes from PubChem.
PI5P4K alpha inh = blocks human PI5P4K alpha kinase activity; PI5P4Kalpha enzyme, ADP-Glo luminescence, 60 min; active compounds read low; max response, %; 330,000 compounds, 1.2% hits; AID 652105; active = max response of -50% or lower; inconclusive = between -30% and -50%; inactive = -30% or higher; note: value at the top dose of about 77 µM; % is set by controls: 0 for no effect and ±100 for the full control effect
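Enzyme plus substrate dispensed, test compounds pinned in, then ATP (5 microM final) added. After 60 min at RT, ADP-Glo reagent 1 for 45 min and reagent 2 for 30 min preceded luminescence imaging.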
FUS suppressor = FUS proteinopathy suppression in yeast | AID 1347120 | S. cerevisiae FUS-expressing, growth rescue, OD600, 24 h | Potency, µM (top dose mostly 76.6 µM), for the others: at the highest dose growth rescue (activation), most hits filed as activators | 390,000 compounds, 0.24% hits;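 note: potency is the fitted concentration of half-maximal effect; plate controls were DMSO vehicle for no effect and reference control for full effect; nearly all actives have a fitted effect of over 55% in size; some results filed as inactive show a strong effect at the top dose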
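Quantitative HTS measuring growth restoration of FUS-toxic yeast. Galactose-induced cells (OD 0.005) were exposed 24hr at 30C to compounds at several concentrations, then absorbance at 600 nm was recorded.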
Abeta yeast res = A-beta toxicity reversal in yeast; yeast expressing A-beta42, growth rescue, OD600, 48 h; response scale: 0% DMSO, 100% iron-clioquinol control; Potency, µM (highest dose often 46.1 µM), for inactives: top-dose growth rescue, most hits filed as activators; 410,000 compounds, 0.063% hits; note: potency is the fitted concentration of half-maximal effect; nearly all actives have a fitted effect of over 55% in size
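Yeast A-beta toxicity model in growth medium with pinned compounds, 48 h at 30 C; growth read as absorbance at 600 nm. Normalized to FeCl3/clioquinol equimolar mix (positive) and DMSO (negative).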
EPAC1 agonist = activates human EPAC1 exchange factor; EPAC1 agonist qHTS, biochemical assay; response scale: 100% = response to 6.5 mM cAMP; Potency, µM (titrated, usually from 154 µM), without a hit: top-dose activation, usual class: activators; 360,000 compounds, 0.073% hits; AID 720707; note: potency is the fitted concentration of half-maximal effect; nearly all actives have a fitted effect of over 60% in size
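Compounds were pinned as a concentration titration into mixtures of EPAC1 (100 nM), BODIPY-GDP-loaded Rap1B (250 nM) and GDP (50 uM). After 5 min at room temperature, fluorescence was followed for 30 min; activity was scaled to 6.5 mM cAMP.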
EPAC1 antagonist = blocks human EPAC1 exchange factor; Potency, µM (titrated, usually from 115 µM), for the others: at the highest dose activity change, negative = inhibition, most hits filed as inhibitors; EPAC1 GEF assay, Rap1b-BODIPY-GDP exchange fluorescence; 360,000 compounds, 0.14% hits;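 note: potency is the fitted concentration of half-maximal effect; plate controls were vehicle for no effect and positive control for full effect; nearly all actives have a fitted effect of over 50% in size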
WRN helicase inh = inhibitors of human WRN helicase | Potency, µM (doses to about 114 µM), inactives show at the top dose activity change, negative = inhibition, hits mostly inhibitors | WRN helicase unwinding, fluorescent forked duplex, kinetic | 360,000 compounds, 0.46% hits; note: potency is the fitted concentration of half-maximal effect; % is set by controls: 0 for no effect and ±100 for the full control effect; nearly all actives have a fitted effect of over 55% in size
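WRN at 20 nM final was preincubated with compound for 15 min at room temperature; reaction started with 100 nM forked duplex oligonucleotide carrying fluorophore and quencher plus 2 mM ATP (final). Unwinding followed kinetically by red fluorescence (ex 525/em 598 nm).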
IL-2 act = activates IL-2 in a cell-based reporter assay; activation, % (series mostly up to about 46 µM); AID 652025; 360,000 compounds, 0.065% hits; IL-2 activation reporter assay, cell-based qHTS; stimulated with anti-CD3/CD4/CD28 beads; in transgenic mouse T cells; in the data active = activation above about 50%; inconclusive = mostly about 30% to 49%; note: 0% is about no effect
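Unstimulated transgenic mouse T cells, 750 per well, received compound and, after 60 minutes, anti-CD3/anti-CD4 bead plus anti-CD28 stimulation. EGFP and DsRed were quantified after 18 hours.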
PLK1 PBD inh = inhibitors of human PLK1 polo-box domain binding; P53350; Plk1 PBD binding of FITC phosphopeptide, fluorescence polarization; Potency, µM, inactives show max response, negative = inhibition, actives largely listed as inhibitors; 360,000 compounds, 2.8% hits; note: potency is the fitted concentration of half-maximal effect; series mostly up to about 57 µM; % is set by controls: 0 for no effect and ±100 for the full control effect; nearly all actives have a fitted effect of over 65% in size
* hit, by the source's call; ? = inconclusive; nt = no result given; & = joins results of further samples; [ ] = remark or other dose. Unless noted, calls come from the whole dose curve; as a rule, active = well fitted curve in the direction sought with a large enough effect; inconclusive = small, poorly fitted or top-dose-only effect, or another doubt; inactive = no such curve, though single readings can be large; an effect the other way counts as inactive or inconclusive. Hits appear at their usual frequency; overall some 4.1% were active at least once.

Sample of the layout, two compounds:
Results follow in this order: PLK1 PBD inh	PI5P4K alpha inh	Abeta yeast res	IL-2 act	EPAC1 agonist	WRN helicase inh	FUS suppressor	EPAC1 antagonist
O=C(Nc1cc(N2CCCCC2)ncn1)c1ccc(F)cc1
→ 30µM*	-8	12%	-5.0	6%	4%	14%	7%
Cc1nc2cc(NC(=O)N3c4ccccc4CC3C)ccc2o1 (centres undefined)
→ -7%	nt	4%	-0.5	6%	-7%	9%	4%

Main list, repeating the preview:
Results follow in this order: PLK1 PBD inh	PI5P4K alpha inh	Abeta yeast res	IL-2 act	EPAC1 agonist	WRN helicase inh	FUS suppressor	EPAC1 antagonist
O=C(Nc1cc(N2CCCCC2)ncn1)c1ccc(F)cc1
→ 30µM*	-8	12%	-5.0	6%	4%	14%	7%
Cc1nc2cc(NC(=O)N3c4ccccc4CC3C)ccc2o1 (centres undefined)
→ -7%	nt	4%	-0.5	6%	-7%	9%	4%
Nc1nnnn1/N=C/c1ccccc1
→ -10%	2	-17%	0.2	-1%	-7%	20%	1%
CCOC(=O)C1(Cc2cccc(Cl)c2)CCCN(C(=O)c2cc(C)[nH]n2)C1 (centres undefined)
→ -6%	-2	14%	0.6	-7%	6%	29%	-18%
Cn1/c(=N/NC(=O)c2ccccc2Br)sc2ccccc21
→ -6%	-1	-4%	0.3	-1%	-4%	7%	5%
COc1ccc(C(=O)NC2CC(C)(C)Cc3occc32)cc1 (centres undefined)
→ 6%	-4	-7%	-2.2	5%	1%	nt	-16%
CC(=O)Nc1ccc(C(=O)N/N=C/c2ccccc2OCc2ccccc2)cc1
→ ?	-20	-5%	0.4	14%	-25%	25%	8%
COc1cccc(C(NC(C)=O)c2nc(-c3cccc(C(C)C)c3)cs2)c1 (centres undefined)
→ -3%	16	6%	0.9	-3%	-6%	?	-7%
Cc1nc(-c2ccccn2)nc(N2CCOCC2)c1Cl
→ -14%	5	?	-0.2	3%	-1%	21%	15%
O=C(Nc1ccc2snnc2c1)N1CCN(c2ccccc2)CC1
→ -2%	-1	-6%	-1.6	1%	0%	23%	3%
COc1cc(NC(=O)Cn2nc(Cc3cccnc3)c3ccccc3c2=O)cc(OC)c1OC
→ -16%	-1	-4%&-12%	-3.5	10%	-5%	11%&1%	-1%
Cc1onc(-c2c(F)cccc2Cl)c1C(=O)N1C=CC(C(F)(F)F)=NCC1
→ -10%	8	0%	-0.3	2%	7%	-4%	-3%
Cc1cc(NC(=O)CC#N)n(-c2nc3ccccc3[nH]2)n1
→ -10%	-8	5%	0.0	14%	-8%	16%	-3%
COc1cccc(N2CCN(C(=O)c3cc4cc(Cl)ccc4[nH]3)CC2)c1
→ -5%	1	26%	0.7	9%	-5%	14%	-7%
Cc1nc(-c2ccc(F)cc2)c(CC(=O)N2CCN(S(=O)(=O)c3ccc(F)cc3)CC2)s1
→ 1%	-4	0%	-1.7	1%	-3%	nt	-20%
O=C(N/N=C1/C(=O)c2cccc3cccc1c23)c1ccc(Cl)cc1
→ ?	-20	?	-0.1	0%	16µM*	10%	-15%
CCOc1cc(/C=N/NS(=O)(=O)c2ccc(OC)cc2)ccc1OCCN1CCOCC1
→ 0%	10	-22%	-4.8	-5%	9%	5%	-9%
COc1cccc(OC)c1C(=O)N1CCN(Cc2ccccc2C)CC1
→ -10%	5	-3%	-0.2	-10%	-9%	-3%	-9%
CN(CC(=O)Nc1ncn[nH]1)S(=O)(=O)c1ccc(Br)cc1
→ -1%	-4	4%	-3.0	-6%	-27%	-5%	16%
CC1CCN(C(=O)COC(=O)CNC(=O)C23CC4CC(CC(C4)C2)C3)CC1
→ 1%	-2	-1%	0.9	-6%	-5%	2%	-25%
C#CCOCCOCCOCCNc1nc(N2CCN(C(=O)Cn3cc(CCCN=C(N)N)nn3)CC2)nc(N2CCN(C(=O)[C@H]([C@@H](C)CC)n3cc(CCC(=O)O)nn3)CC2)n1
→ 0%	-7	-8%	1.9	-17%	12%	11%	16%
Cc1ccc(S(=O)(=O)N2CCN(CCOc3c(Cl)cccc3Cl)CC2)cc1C
→ 5%	5	-16%	-4.3	3%	-12%	nt	-10%
O=C(O)/C=C\C(=O)Nc1ccccc1C#Cc1ccc(Br)cc1
→ -17%	nt	-84%[inhibitor]	0.7	14%	-6%	30%	-3%
CC(C)(C)c1cc(NC(=O)c2cccc(S(=O)(=O)N3CCOCC3)c2)no1
→ -7%	-3	6%	0.2	2%	-29%[57.1 µM]	13%	1%
COc1ccc(/C=N/NC(=O)c2[nH]c3ccc(Cl)cc3c2-c2ccccc2)c(C(=O)O)c1OC
→ -14%	-5	-8%	-1.9	-4%	?	16%	-16%
Cc1nnc(SCC(=O)Nc2cc(-c3cc(C)c(C)cc3C)nn2-c2ccccc2)s1
→ 4%	3	-11%	-4.7	12%	-6%	25µM*	-7%
COc1ccc(/C=C2/CCc3ccccc3C2=O)cc1CN1CCOCC1
→ -10%	1	-10%	-0.6	14%	-1%	7%	-10%
N#CCC(=O)Nc1ccc(C(=O)Nc2ccc3c(c2)OCO3)cc1
→ -4%	?	24%	0.4	4%	-8%	?	4%
FC(F)(F)c1ccc(NC(=S)NC2CCCCC2)cc1
→ -4%	0	23%	-3.4	-8%	0%	28%	-25%
CC(NC(=S)Nc1c(Br)cccc1OC(F)F)C(C)(C)C (centres undefined)
→ -3%	2	1%	-0.5	-5%	-14%	-3%	7%
CNC(=O)c1cc2ccccc2o1
→ -2%	-7	-1%	0.6	6%	-3%	-2%	9%
CCOc1ccc2nc(C(=O)N3CCCC(C)C3)sc2c1 (centres undefined)
→ 1%	-2	-58%[inhibitor]	-0.3	0%	1%	-5%	0%
C#CCNC(=O)C1=C[C@H](c2ccc3c(c2)OCO3)C[C@H](OCCCCO)O1
→ -3%	-27	5%	0.0	-13%	-7%	?	-16%
Cc1ccc(SCCC(=O)NCc2ccco2)cc1
→ -7%	-8	6%	0.4	7%	-4%	-5%	2%
Cc1ccc(N2CC(C(N)=O)CC2=O)cc1 (centres undefined)
→ -1%	0	14%	0.6	-2%	4%	-1%	-1%
CCCc1cc(=O)[nH]c(SCC(=O)Nc2ccc(C)c(S(=O)(=O)N3CCCCC3)c2)n1
→ -9%	-2	-10%	0.5	-11%	-11%	14%	-17%
CC(C)CCn1c(Br)nc2c1c(=O)n(CC(N)=O)c(=O)n2C
→ -7%	-7	-8%	-2.4	0%	0%	-29%	6%
CNS(=O)(=O)c1cccc(C(=O)OCC(=O)c2cc3ccccc3o2)c1
→ 8%	-17	10%	0.3	-2%	1%	31%	-18%
O=C(CSc1nc2ccccc2c(=O)n1-c1ccccc1Cl)Nc1cccc(S(=O)(=O)N2CCOCC2)c1
→ -1%	-1	11%	0.8	6%	-8%	nt	-22%
CCn1ccnc1CN(C)Cc1nc(-c2ccc3c(c2)OCO3)no1
→ -4%	0	-2%	0.4	-3%	3%	-19%	8%
Cc1ccc(C)c(N2CCN(C(=O)CCS(=O)(=O)c3ccc4c(c3)CCN4C(=O)C3CC3)CC2)c1
→ -5%	1	27%	-0.5	17%	-2%	39%	?
Nc1ccccc1C#Cc1ccc([N+](=O)[O-])cc1
→ -8%	10	3%	0.5	11%	-5%	25%	?
CN(C)c1nc(SCc2ccc(Cl)cc2)nc2c1CCCC2
→ -6%	22	-20%	-0.3	0%	-1%	8%	-9%
COC(=O)C1=C(C)NC(=O)NC1c1cccc(OC)c1OCc1ccccc1 (centres undefined)
→ 3%	-3	12%	-0.3	-1%	1%	-5%	-3%
O=C(CN(C(=O)c1csnn1)c1cccc(Cl)c1)NC1CCCC1
→ 0%	5	-9%	-3.4	-9%	1%	9%	-14%
CC(C)c1ccc(/C=N/NC(=O)c2cc(-c3cccc([N+](=O)[O-])c3)n[nH]2)cc1
→ 4%	3	-18%	-2.6	-5%	-28%	13%	1%
CC(=O)c1cccc(NC(=O)C2CCCN(S(=O)(=O)c3cccc4nonc34)C2)c1 (centres undefined)
→ 21%	2	-1%	2.6	-7%	-7%	19%	3%
Cc1cccc(C)c1NC(=O)COC(=O)c1cccc2c1C(=O)c1ccccc1C2=O
→ -8%	-5	-8%	-0.5	9%	-28%	6%	-9%
Cc1ccccc1Oc1ccc2c(c1)[C@@H]1C[C@H]3[C@@H](C(=O)N1CC2)[C@H](C)ON3C
→ -11%	-2	-11%	-0.4	-5%	-9%	3%	-11%
O=C(O)Cn1nc(-c2ccccc2)cc1-c1ccccc1
→ 21µM*	0	8%	1.6	2%	-24%	-3%	4%
CC(=O)NNc1[nH]c2c(c(=O)c1[N+](=O)[O-])c(=O)n(C)c(=O)n2C
→ -4%	-2	22%	-1.5	5%	-12%	14%	1%
Cn1nc(-c2ccc(Cl)cc2)cc1NC(=O)Nc1ccccc1
→ -2%	12	19%	0.4	0%	-11%	22%	-18%
CC(C)(C)c1ccc(/C=N/NC(=O)C(=O)NCCCN2CCOCC2)cc1
→ ?	-5	8%	-4.6	-1%	1%	18%	-12%
COCCn1c(SCC(=O)NCC(c2ccccc2)N(C)C)nc2sc3c(c2c1=O)CCC3 (centres undefined)
→ -9%	-4	-2%	0.6	-14%	-32%	23%	-8%
O=C(Nc1cccc2c1C(=O)NC2=O)c1ccc(N2C(=O)CCC2=O)cc1
→ -7%	-2	-1%	-0.9	0%	-7%	-35%	?
CCC(CC)C(=O)NCCc1cc2ccc(C)cc2[nH]c1=O
→ 2%	-3	4%	-0.2	-10%	7%	-17%	1%
COc1ccc(C(C(=O)NC2CCCC2)N(Cc2cccnc2)C(=O)c2snc(C(N)=O)c2N)cc1 (centres undefined)
→ -9%	3	-17%	-0.2	-6%	-14%[57.1 µM]	4%	-14%
CN(Cc1ccccc1)S(=O)(=O)c1ccc(NC(=S)NC(=O)C(C)(C)C)cc1
→ -2%	-2	-14%	-3.2	14%	-16%	nt	-20%
Cc1ccc(S(=O)(=O)N2Cc3ccccc3CC2C(=O)Nc2cc(C)on2)cc1 (centres undefined)
→ -7%	nt	-17%	-0.3	14%	-4%	41%	3%
Nc1nc(Cl)cc(Oc2ccc(Cl)cc2)n1
→ -1%	5	12%	0.8	3%	-4%	-47%	-7%

Some entries already given, showing only EPAC1 antagonist and EPAC1 agonist:
| canonical_smiles | EPAC1 antagonist | EPAC1 agonist |
| --- | --- | --- |
| Cc1ccc(S(=O)(=O)N2Cc3ccccc3CC2C(=O)Nc2cc(C)on2)cc1 (centres undefined) | 3% | 14% |
| Nc1nc(Cl)cc(Oc2ccc(Cl)cc2)n1 | -7% | 3% |
